# NADH coupling: inhibitors of PK/LDH coupling enzymes, profiling panel, artefact control, biochemical, MLSMR library. AID 774, 2007. IC50, µM (series often up to 10 µM), without a hit: at the highest dose inhibition. coupled PK/LDH NADH assays, four targets. actives 0.02% (n = 65,000);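 active = single-dose screening hits from any of four coupled enzyme assays that gave an IC50 when retested across doses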;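 note: the DPM-DC format reads NADH fluorescence rather than 340 nm absorbance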
# Abs 340nm: compound light absorbance at 340 nm, profiling panel, artefact control, biochemical, MLSMR library, data from PS, PMK, MK assays. compound absorbance at 340 nm, fold over control. 65,000 tested, under 10 active. AID 708, 2007. fold change at 10 µM;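 active = at 10 µM dose, initial 340 nm absorbance at least 2 fold that of control wells; inactive = change under 2 fold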;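 note: initial absorbance extrapolated from kinetic A340 decline of NADH oxidation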
# HTR1A agonist: human 5-HT1a receptor agonists, primary screen, cell-based, CHO, Ga15 NFAT-bla reporter; 5-hydroxytryptamine receptor 1A (Homo sapiens), P08908; CHO 5-HT1a Ga15 NFAT-bla reporter, FRET ratio; 0% basal, 100% maximal reference agonist; activation, % at 10 µM; actives 0.56% (n = 65,000);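 active = activation above the screen-wide mean activation plus 3 SD, cut at about 19% in these data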;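 note: 0% = DMSO wells and 100% = 5-CT at EC100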
# Target sequence (P08908 whole entry, looked up): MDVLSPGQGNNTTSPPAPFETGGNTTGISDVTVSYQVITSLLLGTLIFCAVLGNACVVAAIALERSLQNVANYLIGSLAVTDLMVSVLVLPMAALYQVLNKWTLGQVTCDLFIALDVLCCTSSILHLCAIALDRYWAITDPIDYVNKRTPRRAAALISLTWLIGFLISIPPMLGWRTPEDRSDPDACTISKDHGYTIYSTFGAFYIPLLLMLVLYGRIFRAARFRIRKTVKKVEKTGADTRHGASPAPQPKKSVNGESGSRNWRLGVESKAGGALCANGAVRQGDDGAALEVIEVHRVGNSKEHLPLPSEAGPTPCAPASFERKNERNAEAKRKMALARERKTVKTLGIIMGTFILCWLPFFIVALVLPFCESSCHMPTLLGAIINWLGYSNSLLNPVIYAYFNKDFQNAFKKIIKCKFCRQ
# 5HT1a antag: human 5-HT1a receptor antagonists, primary screen, cell-based, CHO, Ga15 NFAT-bla reporter. 5-hydroxytryptamine receptor 1A (Homo sapiens), P08908. CHO 5-HT1a Ga15 NFAT-bla reporter, antagonist mode. inhibition, % at 10 µM. actives 0.68% (n = 62,000). AID 612, 2007;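 active = inhibition above the mean of all tested compounds plus 3 SD, cut at about 43% in these data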;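 note: receptor stimulated by 5-CT agonist at 100 nM near EC80; beta-lactamase reporter measured by ratiometric fluorescence of a cleavable substrate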
# RORA act: activators of orphan receptor RORA, primary screen, cell-based, luminescence; actives 1.5% (n = 65,000); Nuclear receptor ROR-alpha (Homo sapiens), P35398; CHO-K1 Gal4-RORA LBD luciferase reporter; percent increase over mock-subtracted basal signal; activation, % at 10 µM;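 active = activation above the mean of all tested compounds plus 3 SD, cut at about 49% in these data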;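 note: 0% = DMSO-treated RORA cells and 100% = added signal equal to DMSO minus mock-transfected cells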
# Target sequence (P35398 whole entry, looked up, the tested form may be a part): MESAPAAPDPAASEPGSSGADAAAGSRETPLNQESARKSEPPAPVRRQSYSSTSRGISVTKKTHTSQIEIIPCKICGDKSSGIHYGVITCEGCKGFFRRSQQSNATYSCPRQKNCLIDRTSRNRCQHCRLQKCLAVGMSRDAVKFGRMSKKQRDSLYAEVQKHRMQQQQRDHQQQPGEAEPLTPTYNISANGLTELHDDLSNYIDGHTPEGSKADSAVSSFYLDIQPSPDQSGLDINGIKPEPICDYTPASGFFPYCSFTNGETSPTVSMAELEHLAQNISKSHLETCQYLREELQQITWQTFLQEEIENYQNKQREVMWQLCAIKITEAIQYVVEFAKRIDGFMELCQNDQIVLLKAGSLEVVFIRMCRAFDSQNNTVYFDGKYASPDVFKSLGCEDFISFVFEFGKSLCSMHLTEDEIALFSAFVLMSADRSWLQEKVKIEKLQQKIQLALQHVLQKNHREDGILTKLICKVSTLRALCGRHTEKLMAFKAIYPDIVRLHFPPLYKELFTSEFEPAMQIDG
# SF1 activator: activators of human SF-1, primary screen, cell-based, CHO-K1, Gal4-SF-1 LBD, luciferase luminescence; Steroidogenic factor 1 (Homo sapiens), Q13285; CHO-K1 Gal4-SF-1 LBD luciferase reporter; % increase over DMSO SF-1-specific signal; activation, % at 10 µM; actives 1.9% (n = 65,000);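 active = activation above the mean activation of all tested compounds plus 3 SD, cut at about 50% in these data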
#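 material = CHO-K1 cells with Gal4–hSF-1 LBD chimera plus Gal4-driven luciferase | compound = 10 µM single point, 1% DMSO | incubation = 20 h compound exposure at 37 °C after 1 h cell settling | measured by = SteadyLite luciferase luminescence | evaluation = percent activation relative to DMSO median and mock-transfected background | control set = DMSO negative control and −SF1 background wells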
# TNAP act DEA: human TNAP enzyme activators, primary screen, biochemical, luminescent, intermediate phosphate acceptor level | Alkaline phosphatase, tissue-nonspecific isozyme (Homo sapiens), P05186 | purified TNAP, CDP-star luminescence, 100 mM DEA, 30 min; active compounds read high; scale: 0 levamisole-inhibited, 1 vehicle-only enzyme | activation factor at 20 µM | 64,000 tested, under 10 active | AID 813, 2007;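 active = activation factor of at least 2 at 20 µM, relative to controls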
# Autofluor 339: intrinsic fluorescence of library compounds, ex339/em460 – biochemical, MLSMR library, data from DPM-DC assay, artefact control, profiling panel; actives 5.5% (n = 65,000); compound autofluorescence, ex339/em460 nm, NADH buffer; active compounds read high; 1 = no-compound wells, NADH background; fluorescence fold increase at 10 µM;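 active = at 10 µM, mean starting fluorescence two-fold or more over control wells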;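 note: signal is the first read of a kinetic run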
# MMP13 inh: human MMP13 inhibitors, primary screen, biochemical, FRET peptide cleavage; actives 0.07% (n = 65,000); inhibition, % at 4 µM; Collagenase 3 (Homo sapiens), P45452; MMP-13 fTHP FRET cleavage, Mca fluorescence;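 active = inhibition above the mean of compound-free control plate wells plus 3 SD, cut at about 14% in these data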;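 note: 0% = DMSO wells and 100% = wells with reference MMP-13 inhibitor after basal subtraction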
# The depositor's hits bear a star; / = no result given; [ ] = another dose, or the depositor's remark.
1	CC1CN(c2nc3c(c(=O)n(C)c(=O)n3C)n2Cc2c(F)cccc2Cl)CC(C)O1 (configuration not stated)
2	COc1ccc(C2=NOC(C(=O)NCc3ccccc3)C2)cc1 (configuration not stated)
3	CCOC(=O)c1cc(=O)n2nc(-c3ccc(C)cc3)nc2s1
4	COc1cc2c(C(=O)NC3CCCCCC3)cn(C)c(=O)c2cc1OC
5	Cc1cc(=O)oc2cc(OCC(O)CN3CCN(c4ccccc4)CC3)ccc12 (configuration not stated)

compound no.	1	2	3	4	5
NADH coupling	4%	4%	6%	4%	8%
Abs 340nm	1	1	1	1	1.1
HTR1A agonist	-3.0	-2.8	-0.3	0.0	10.0
5HT1a antag	-8	30	-3	0	46*
RORA act	9	18	9	1	-1
SF1 activator	10	28	10	3	22
TNAP act DEA	0.9	1	0.9	1	/
Autofluor 339	1.1	1.1	1.1	1.2	3.4*
MMP13 inh	6	0	-5	0	-25

6	COc1ccc(NS(=O)(=O)Cc2ccccc2Cl)cn1
7	CCOc1ccc(Oc2nc(Nc3ccc(C)cc3)nc(N(C)C)n2)nn1
8	CCOC(=O)N1CCN(C(=O)c2ccc(N3C(=O)c4ccccc4C3=O)cc2)CC1
9	CCOc1cc2[nH]c(=S)n(CCCN3CCN(C)CC3)c(=O)c2cc1OCC
10	COc1ccc(C(=O)N(CN2CCCC2=O)c2ccccc2OC)cc1OC

compound no.	6	7	8	9	10
NADH coupling	5%	2%	4%	7%	2%
Abs 340nm	0.98	0.97	1	1.1	0.96
HTR1A agonist	-1.7	-1.4	-2.9	-1.1	-2.4
5HT1a antag	9	8	-2	5	-6
RORA act	-31	-12	20	-6	-3
SF1 activator	8	-2	13	-14	-24
TNAP act DEA	0.7	0.9	1	1.1	1
Autofluor 339	1	0.98	1.1	1.1	1.1
MMP13 inh	4	-2	3	2	3

11	COc1cc2c(C(=O)NCCCN3CCN(c4cccc(Cl)c4)CC3)cn(C)c(=O)c2cc1OC
12	CCOC(=O)C1=C(C)Nc2ncnn2C1c1cc(OC)ccc1OC (configuration not stated)
13	CCOC(=O)c1cccc(NC(=O)Cn2cnc3c2c(=O)n(C)c(=O)n3C)c1
14	CC(C)c1ccccc1N=C1SCCN1C1CCS(=O)(=O)C1 (configuration not stated)
15	COc1cc2nc(-c3ccc(Br)o3)oc(=O)c2cc1OC

compound no.	11	12	13	14	15
NADH coupling	4%	1%	3%	6%	1%
Abs 340nm	1.1	1	0.98	0.98	1.1
HTR1A agonist	12	-3.1	-1.5	-0.8	3.8
5HT1a antag	5	-2	5	5	0
RORA act	19	3	-24	-18	-8
SF1 activator	18	24	6	-7	-3
TNAP act DEA	0.9	0.8	0.8	0.9	1
Autofluor 339	1.1	1	1.2	1.1	1.8
MMP13 inh	-5	-4	10	1	3

16	COC(=O)c1ccc(CN(C(C)=O)c2ccccc2)o1
17	Cc1ccc(C(C(=O)NCc2ccc(F)cc2)N(C(=O)c2csnn2)C2CC2)o1 (configuration not stated)
18	CCOC(=O)c1ccc(N2C(=O)CC(C3CCCO3)C2=O)cc1 (configuration not stated)
19	Cc1cc(OC(=O)c2ccccc2)n(CCC#N)n1
20	CCOc1ccc(Nc2cc(C)nc(N3CCOCC3)n2)cc1

compound no.	16	17	18	19	20
NADH coupling	2%	8%	10%	8%	7%
Abs 340nm	1	1	1.1	0.98	0.99
HTR1A agonist	-4.7	-1.4	-2.0	0.1	-2.9
5HT1a antag	/	7	-1	7	6
RORA act	-18	-7	-8	45	-1
SF1 activator	1	-3	-11	5	6
TNAP act DEA	1	0.9	1	0.9	0.9
Autofluor 339	1	1.2	1.1	1.1	1
MMP13 inh	-7	2	2	2	-4

21	CC(C)(C)C1(c2ccccc2)NC(=O)N(CC(=O)N2CCOCC2)C1=O (configuration not stated)
22	Cc1csc2nc(CSc3nc4ccccc4o3)c(Br)n12
23	CCOC(=O)c1sc(-c2ccccc2)cc1NC(=O)CSc1nnnn1C
24	COc1cccc(NC(=O)Cn2c(SCC(=O)N3CCOCC3)nc3ccccc32)c1
25	Cc1c(N=Cc2ccc(-c3ccc(Cl)cc3)o2)c(=O)n(-c2ccccc2)n1C

compound no.	21	22	23	24	25
NADH coupling	2%	2%	7%	4%	8%
Abs 340nm	1.1	0.99	1	1	1.1
HTR1A agonist	-1.1	-2.9	1.0	-1.6	-1.4
5HT1a antag	8	9	19	3	-7
RORA act	-8	34	21	17	-3
SF1 activator	-13	61*	14	-1	-6
TNAP act DEA	1	1	0.9	0.9	0.9
Autofluor 339	1.1	1	1.2	1.1	1
MMP13 inh	-1	1	-7	1	0

26	Cc1c(C(=O)NCCN2CCOCC2)oc2ccccc12
27	CCOCCn1c(CN2CCC(Cc3ccccc3)CC2)nc2c1c(=O)n(C)c(=O)n2C
28	CCOc1ccc(C2C(C(=O)c3ccco3)=C(O)C(=O)N2CCCn2ccnc2)cc1 (configuration not stated)
29	CC(=O)c1cccc(NC(=O)Oc2ccccc2)c1
30	O=S(=O)(c1ccccc1)c1nc(-c2ccco2)oc1N1CCOCC1

compound no.	26	27	28	29	30
NADH coupling	4%	2%	7%	1%	4%
Abs 340nm	1	0.98	1.1	1.1	1
HTR1A agonist	0.0	-2.1	-4.2	-3.3	1.7
5HT1a antag	5	-4	6	10	-11
RORA act	19	-18	6	4	-10
SF1 activator	18	-1	11	-1	-16
TNAP act DEA	0.9	0.9	0.9	1	0.9
Autofluor 339	1.1	1.1	1.1	1.1	1.1
MMP13 inh	7	2	0	1	5

31	COc1ccc2nc3oc(C(=O)N4CCC(C(N)=O)CC4)cc3cc2c1
32	O=C(NC1CCCC1)c1ccc(COCC(F)(F)F)o1
33	C/C(NC(=O)c1cccs1)=C1\C(=O)C[C@@H]2[C@H]1C2(C)C
34	O=C(C1=COCCO1)N1CCN(C(c2ccccc2)c2ccccc2)CC1
35	CC(=O)C1=C(O)C(=O)N(C2CCCCC2)C1c1ccccc1 (configuration not stated)

compound no.	31	32	33	34	35
NADH coupling	3%[fluoresces]	4%	2%	3%	4%
Abs 340nm	1.1	1	1.1	1	1
HTR1A agonist	-0.7	-0.2	0.0	-2.3	-0.4
5HT1a antag	2	7	/	-14	-2
RORA act	12	-16	17	-24	-3
SF1 activator	-5	-18	26	-10	2
TNAP act DEA	1	0.9	0.9	1	0.9
Autofluor 339	5.1*	1.1	1.1	1.1	1.1
MMP13 inh	-83[fluorescence artefact?]	-6	-5	-1	-4

36	CS(=O)(=O)Nc1cccc(C(=O)CC2(O)C(=O)Nc3ccccc32)c1 (configuration not stated)
37	Cc1ccc2c(c1)[nH]c1c(=O)n(CCCN3CCOCC3)cnc12
38	COc1ccc2c3c(c(=O)oc2c1OCC(N)=O)CCCC3
39	CCC12CCCN3CCC4(C(=C(C(=O)OC)C1)Nc1ccccc14)C32 (configuration not stated)
40	Cc1ccccc1CSc1nc2n(n1)C(c1cccs1)C1=C(CCCC1=O)N2 (configuration not stated)

compound no.	36	37	38	39	40
NADH coupling	4%	2%	2%[fluoresces]	5%	9%
Abs 340nm	1	1.1	1	1.1	1.1
HTR1A agonist	-3.1	-0.9	0.1	-3.5	-1.2
5HT1a antag	6	-2	-2	2	-3
RORA act	1	13	-7	-10	8
SF1 activator	6	9	-8	0	-1
TNAP act DEA	1	0.9	0.9	1	0.9
Autofluor 339	1.1	1.4	2.5*	1.2	1.9
MMP13 inh	1	-7	-83[fluorescence artefact?]	-4	2

41	COc1ccc(Br)cc1S(=O)(=O)N1CCN=C1C
42	Nc1c(C(=O)c2ccc(Br)s2)oc2ccccc12
43	CN(C)CC(O)COc1cc2ccccc2cc1C(=O)N1CCCCC1 (configuration not stated)
44	CCN1C(=O)C(C)S/C1=N\S(=O)(=O)c1ccc(Cl)s1 (configuration not stated)
45	COc1cccc(Cn2c(-c3cccs3)noc2=O)c1

compound no.	41	42	43	44	45
NADH coupling	2%	6%	3%	3%	6%
Abs 340nm	1	1	1	1	0.98
HTR1A agonist	-1.9	0.9	-0.8	-0.6	-2.3
5HT1a antag	9	7	-1	7	9
RORA act	-17	-2	-9	-4	1
SF1 activator	-14	30	-11	-3	-12
TNAP act DEA	0.9	0.8	0.9	1	0.9
Autofluor 339	1.1	1.1	1.1	1	1
MMP13 inh	2	-3	-8	0	-2

# Quoted from the entries so far for reference:
44	CCN1C(=O)C(C)S/C1=N\S(=O)(=O)c1ccc(Cl)s1 (configuration not stated)
45	COc1cccc(Cn2c(-c3cccs3)noc2=O)c1

compound no.	44	45
NADH coupling	3%	6%
Abs 340nm	1	0.98
HTR1A agonist	-0.6	-2.3
5HT1a antag	7	9
RORA act	-4	1
SF1 activator	-3	-12
TNAP act DEA	1	0.9
Autofluor 339	1	1
MMP13 inh	0	-2

# New compounds follow:
46	COc1ccc(OC)c(S(=O)(=O)Nc2ccc(C(N)=O)cc2)c1
47	Cc1cc2c(cc1C)NC(c1cccnc1)C1=C(CC(C)(C)CC1=O)N2 (configuration not stated)
48	CCCC(c1nnnn1Cc1ccco1)N1CCC(C(N)=O)CC1 (configuration not stated)
49	O=C(NCc1cn2ccsc2n1)c1c(F)cccc1Cl
50	CCOC(=O)N1CCC(c2nc(C)sc2C(=O)O)CC1

compound no.	46	47	48	49	50
NADH coupling	3%	10%	8%	5%	9%
Abs 340nm	0.99	1.3	0.99	1.1	1
HTR1A agonist	-2.2	-3.1	-3.3	-1.8	0.6
5HT1a antag	-8	-5	-1	3	10
RORA act	-3	1	-6	6	-4
SF1 activator	-8	17	-10	-14	20
TNAP act DEA	0.9	/	1	1	1
Autofluor 339	1	0.96	1.1	1.1	1
MMP13 inh	3	4	0	-5	4

51	Cc1cc(NC(=O)c2cccc(S(=O)(=O)N3CCCCCC3)c2)n(-c2ccccn2)n1
52	O=C(Nc1ccc(S(=O)(=O)N2CCOCC2)cc1)c1ccc(Cl)s1
53	O=C(CSc1n[nH]c(-c2ccncc2)n1)NCCc1ccccc1
54	CC(=O)N1CCc2cc(S(=O)(=O)N3CCc4ccccc4C3)ccc21
55	CC(C)(C)NC(=O)CSc1n[nH]c(=O)n1-c1ccccc1
56	Cc1cc(C(=O)CN2C(=O)NC(c3ccccc3)(c3ccccc3)C2=O)c(C)n1Cc1ccco1
57	CCCCOC(=O)C1Cc2ccccc2C(=O)O1 (configuration not stated)
58	CCOC(=O)Cc1c(C)nc2cc(-c3ccc(C)cc3)[nH]n2c1=O

compound no.	51	52	53	54	55	56	57	58
NADH coupling	2%	4%	8%	4%	10%	7%	5%	5%
Abs 340nm	1.1	1	1.1	1.1	1	1	1	1.1
HTR1A agonist	-1.2	-0.7	-0.4	-1.1	-3.3	0.3	-2.8	0.5
5HT1a antag	4	-6	3	5	-10	1	7	6
RORA act	-3	8	-17	-5	4	4	-12	-2
SF1 activator	0	-8	-7	-20	-18	0	1	38
TNAP act DEA	1.1	0.9	1	1	0.8	0.9	0.9	1
Autofluor 339	1.1	1	1.1	1.2	1.1	1	1.1	1.9
MMP13 inh	-7	-3	2	2	1	3	4	-32
